GLP1R cytotox – cytotoxic in the GLP-1 receptor inverse agonist counter-screen; HEK293 cAMP-luciferase reporter cells, luminescence, 24 h; Potency, µM (series often up to 38.3 µM), without a hit: top-dose activity change, negative = inhibition, actives largely listed as inhibitors; hit rate 0.13% among 410,000;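 further: loss of luciferase light is scored as toxicity; potency means the concentration at half of the fitted maximal effect; on the % scale 0 is the no-effect control and ±100 the full control effect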
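Quantitative HTS format, 1536 wells, 200 cells/uL seeded. Compounds: 23 nL, 24 h, 37 °C. Detection: luciferase reagent, luminescence at 12 min RT; decreased signal taken as cytotoxic.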
IL1B secr inh – blocks inflammasome-driven IL-1 beta release | THP-1 LPS/ATP IL-1B secretion, AlphaLISA, 16 h; stronger effect = lower value | activity change, % at 57.5 µM | hit rate 4.7% among 360,000 | AID 743279; in the data active means activity change below about -50%; inconclusive means mostly about -30% to -49%; further: on the % scale 0 is the no-effect control and ±100 the full control effect
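THP-1 cells pretreated 1 hr with compounds (up to 57.5 uM final), then stimulated with LPS (250 ng/mL final) plus ATP (1.25 mM final); secreted IL-1B measured by AlphaLISA after 16 hr, decreased signal indicating inhibition.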
HT1080-NT tox – kills 2HG-producing HT-1080-NT fibrosarcoma cells | HT-1080-NT fibrosarcoma viability, CellTiter-Glo ATP luminescence, 48 h | Potency, µM (doses to about 46.1 µM), without a hit: top-dose activity, negative = less viability, most hits filed as cytotoxic | hit rate 1.6% among 360,000 | AID 686970;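 further: NT is the 2HG producing partner of a matched IDH1 knockdown line; potency means the concentration at half of the fitted maximal effect; 0% = DMSO-treated cells and -100% = media-only wells without cells; nearly all actives have a fitted effect of over 55% in size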
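HT-1080-NT; 750 cells/well; 5% FBS RPMI; 48 h compound, 37 degrees C; CellTiter-Glo luminescence; curve fitting and curve-class assignment.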
SW480 rereplic – inducers of DNA re-replication in SW480 colon cancer cells | Potency, µM (highest dose often 46.1 µM), for the others: at the highest dose re-replication activation, actives largely listed as activators | SW480 DNA re-replication, Hoechst DNA content imaging, 48 h | hit rate 1.8% among 340,000; further: potency means the concentration at half of the fitted maximal effect; % of control where 0% means no effect; nearly all actives have a fitted effect of over 55% in size
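SW480 cells exposed to compounds for 48 hr at 37 C, 5% CO2, then Hoechst-stained 40 min. Nuclear DNA content imaged by fluorescence scanning (405 nm excitation, 500-530 nm emission); re-replication scored as increased high-intensity nuclei.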
DRD3 agonist – agonists of human D3 dopamine receptor; P35462; D3R DiscoveRx beta-arrestin cells, luminescence, 90 min; max activation, %; hit rate 0.58% among 410,000; in the data active means max activation above about 30%; further: 0% is about no effect; mostly tested at two doses, the higher about 12 µM
Target sequence (P35462 whole entry, looked up): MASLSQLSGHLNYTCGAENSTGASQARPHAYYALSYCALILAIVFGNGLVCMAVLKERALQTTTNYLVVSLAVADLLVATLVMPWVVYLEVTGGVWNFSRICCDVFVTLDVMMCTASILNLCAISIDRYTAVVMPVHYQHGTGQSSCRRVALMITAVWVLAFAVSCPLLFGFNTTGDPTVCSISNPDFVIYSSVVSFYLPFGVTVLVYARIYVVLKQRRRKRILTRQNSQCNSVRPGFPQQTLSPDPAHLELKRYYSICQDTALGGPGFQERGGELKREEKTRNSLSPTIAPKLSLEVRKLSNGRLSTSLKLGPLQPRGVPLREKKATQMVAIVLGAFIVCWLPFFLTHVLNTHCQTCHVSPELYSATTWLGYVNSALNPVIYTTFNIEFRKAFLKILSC
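Agonist mode: compounds and dopamine controls were applied to plated cells for 90 min at 37 degrees C after an overnight attachment at 1500 cells/well. Luminescent read-out followed 30 - 60 minutes at room temperature with DiscoveRx detection reagent.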
KB-3-1 cytotox – KB-3-1 parental cell cytotoxicity. KB-3-1 viability, CellTiter-Glo ATP luminescence, 72 h. hit rate 1.4% among 400,000. Potency, µM (highest dose often 46.1 µM), without a hit: at the highest dose activity change, negative = cytotoxic, most hits filed as cytotoxic. AID 1347075; further: potency means the concentration at half of the fitted maximal effect; on the % scale 0 is the no-effect control and ±100 the full control effect; nearly all actives have a fitted effect of over 60% in size
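Screening of KB-3-1 cells (DMEM, 10% FBS, phenol-red free) ran from lowest to highest compound concentration; after 72 h at 37 °C viability was read luminescently and curves fitted.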
KB-V1 cytotox – kills drug-selected multidrug resistant KB-V1 cells; hit rate 3.4% among 400,000; Potency, µM (series often up to 46.1 µM), for the others: at the top dose activity change, negative = cytotoxicity, hits mostly cytotoxic; AID 1347076; KB-V1 MDR cells viability, CellTiter-Glo, 72 h; further: potency means the concentration at half of the fitted maximal effect; on the % scale 0 is the no-effect control and ±100 the full control effect; nearly all actives have a fitted effect of over 60% in size
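Following 72 h at 37 degrees C with compound, KB-V1 cell viability was read by CellTiter-Glo luminescence, medium being phenol-red-free DMEM plus 10% FBS; concentration-response parameters came from normalized, curve-fitted qHTS data.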
HT1080 IDH1KD tx – HT-1080 IDH1 knockdown cell toxicity (counter line); HT-1080 IDH1 knockdown viability, ATP luminescence, 48 h; Potency, µM (top dose mostly 46.1 µM), inactives show top-dose activity, negative = toxicity, most hits filed as cytotoxic; hit rate 2% among 360,000; AID 686971;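 further: potency means the concentration at half of the fitted maximal effect; 0% = DMSO wells and -100% = cell-free medium wells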
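IDH1KD HT-1080 cells, 750/well, RPMI + 5% FBS; compound pinned after 2 h settling; 48 h, 37 °C; CellTiter-Glo luminescence; % activity normalised to DMSO and no-cell wells; curves fitted, classed by r2 and efficacy.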
MCF10A rereplic – inducers of DNA re-replication in MCF 10A breast cells; hit rate 2.9% among 350,000; Potency, µM (highest dose often 46.1 µM), for the others: top-dose activity, positive = re-replication, usual class: activators; AID 624296; MCF 10A DNA re-replication, Hoechst nuclear intensity, 48 h; further: potency means the concentration at half of the fitted maximal effect; % of control where 0% means no effect; nearly all actives have a fitted effect of over 50% in size
* = called active by the depositor; ? = inconclusive; nt = no result given; [ ] = another dose, or the depositor's remark. Unless noted, the call rests on the fitted dose curve; in most records, active means well fitted curve in the direction sought with a large enough effect; inconclusive means small, poorly fitted or top-dose-only effect, or another doubt; inactive means no such curve, though single readings can be large; an effect the other way counts as inactive or inconclusive.

SMILES | GLP1R cytotox | IL1B secr inh | HT1080-NT tox | SW480 rereplic | DRD3 agonist | KB-3-1 cytotox | KB-V1 cytotox | HT1080 IDH1KD tx | MCF10A rereplic
Cc1ccc(C(C(=O)Nc2ccc(C(C)C)cc2)N(C)C(=O)c2ccc(=O)[nH]c2)cc1 (stereo not drawn) | -3% | -15 | -4% | -1% | -4 | -16% | 20% | -17% | 10%
COc1ccc(C(=O)OCC(=O)NC(=O)NC2CCCC2)c(O)c1 | 6%[0.307 µM] | -5 | 7% | -3% | -6 | 21% | 4% | 4% | -1%
O=C(Cn1c(=O)n(Cc2ccccc2)c(=O)c2ccccc21)NCc1ccco1 | -15% | ? | 0% | 1% | 21 | -13% | 0% | -5% | 22%
CCOC(=O)c1cccc(C(=O)Nc2nc3ccc(OC)cc3s2)n1 | -6% | -15 | 9% | -18% | 8 | -3% | 6% | 5% | -1%
COc1ccc(NC(=O)c2c3c(nc4ccccc24)CCC3)cc1 | 2% | -4 | 2%[9.24 µM] | 2% | -13 | -6% | 8% | -11% | 0%
O=C(NNC(=O)c1ccc([N+](=O)[O-])cc1)c1ccc(F)cc1 | -7% | 6 | 2% | -10% | 1 | 1% | 24% | 3% | 0%
NC(=S)N/N=C/c1ccccc1OC(=O)c1cc2ccccc2oc1=O | ? | -15 | -8% | -7% | 0 | 4% | -19% | 0% | 0%
COC(=O)c1sccc1NC(=O)c1ccccc1Br | -14% | 63 | 12% | -6% | 4 | -5% | -29% | -6% | 0%
Cc1cc(C2C(=O)C(C(=O)c3ccc(Cl)cc3)C(=O)CC2(C)C)on1 (stereo not drawn) | 3% | 6 | 9% | -7% | -5 | -27% | ? | 10%[9.24 µM] | 1%
CCOc1ccc(C2C(C#N)=C(N)Oc3n[nH]c(C)c32)cc1OC(=O)C1CC1 (stereo not drawn) | 6% | ? | 15% | -21% | -8 | 12% | 17% | 4% | 5%
CC(=O)CC(=O)Nc1nc(C)cc(C)n1 | 0% | 17 | 2% | -1% | -3 | 22% | -1% | 25% | -1%
CCn1c(C)nc2cc(C#N)ccc21 | -6% | 19 | 18% | -2% | -1 | 11% | -2% | 21% | 20%
COc1ccc2nc(Cl)c(C3CC(c4ccco4)=NN3C(=O)CCC(=O)O)cc2c1 (stereo not drawn) | 0% | 6 | 21% | -5% | 1 | 0% | -7% | 23% | -10%
Cc1ccc(NC(=O)C2CCCN(S(=O)(=O)c3cccc4cccnc34)C2)c(Br)c1 (stereo not drawn) | -9% | nt | nt | nt | 13 | 2% | -4% | nt | nt
COC(=O)c1ccc(C(=O)Nc2ccc(N)cc2N)cc1 | -20% | -6 | 3% | -3% | 4 | 8% | 6% | 11% | 5%

Some of these compounds in order of molar mass, highest first.
SMILES | GLP1R cytotox | IL1B secr inh | HT1080-NT tox | SW480 rereplic | DRD3 agonist | KB-3-1 cytotox | KB-V1 cytotox | HT1080 IDH1KD tx | MCF10A rereplic
O=C(Cn1c(=O)n(Cc2ccccc2)c(=O)c2ccccc21)NCc1ccco1 | -15% | ? | 0% | 1% | 21 | -13% | 0% | -5% | 22%
NC(=S)N/N=C/c1ccccc1OC(=O)c1cc2ccccc2oc1=O | ? | -15 | -8% | -7% | 0 | 4% | -19% | 0% | 0%
COc1ccc(NC(=O)c2c3c(nc4ccccc24)CCC3)cc1 | 2% | -4 | 2%[9.24 µM] | 2% | -13 | -6% | 8% | -11% | 0%

Next section
SMILES | GLP1R cytotox | IL1B secr inh | HT1080-NT tox | SW480 rereplic | DRD3 agonist | KB-3-1 cytotox | KB-V1 cytotox | HT1080 IDH1KD tx | MCF10A rereplic
Cc1cc(C(C)(C)C)cc(S(=O)(=O)NCC(=O)O)c1C | -5% | 1 | 0% | 0% | -4 | 1% | 10% | 1% | 1%
CCCCN(CC)c1nc(-c2ccccc2F)nc2ccccc12 | 6% | nt | nt | nt | 7 | -10% | -4% | nt | nt
C[C@H](NC(=O)c1ccco1)C(=O)Nc1nc(-c2ccccn2)cs1 | -24% | 54 | -2% | ? | -5 | -6% | 4.1µM* | -26% | 2%
CCOC(=O)CN(c1sc(C)c(C)c1C(=O)OCC)S(=O)(=O)c1ccc(C)cc1 | 5% | -5 | -11% | nt | 0 | -7% | ? | -18% | nt
c1ccc2nc(-c3ccc4c(c3)OCO4)ccc2c1 | -9% | 36 | 2% | -17% | 5 | -9% | 3% | 0% | -4%
O=C(Nc1ccc(F)cc1)c1cccc2c1C(=O)N(Cc1ccccn1)C2 | 24% | ? | -9% | 28% | 2 | 8% | -22% | -26% | 7%
O=C(CCN1CCCCO1)N1CCCC(N2CCN(c3ccc(F)cc3)CC2)C1 (stereo not drawn) | -13% | 14 | 0% | -9% | -9 | 13% | -23% | -2% | 0%
Cc1cc2c(SCC(=O)Nc3cccc(O)c3)ncnc2s1 | 0% | 1 | -3% | ? | 7 | 0% | 5% | 2% | 32%
CCC/C(=N\NC(=O)c1ccccc1C)c1ccccc1 | -5% | 33 | 9% | -3% | -6 | -4% | -20% | 16% | 0%
CCOC(=O)N1CCN(C(=O)c2c[nH]c3ccc(S(=O)(=O)N(C)c4cccc(C)c4)cc3c2=O)CC1 | -2% | 24 | -6% | ? | 1 | 3% | 0% | -3% | 12%
CN(C)C=Nc1nonc1N | 1% | 8 | 11% | 0% | -6 | -1% | 2% | 12% | -13%
O=C(CC(c1ccccc1)c1ccccc1O)NCc1ccccc1 (stereo not drawn) | -13% | 4 | -3% | -12% | -2 | -13% | -25% | -1% | -4%
O=C(O)c1ccc(NS(=O)(=O)c2cc(Cl)sc2Cl)cc1 | 13% | -4 | 14% | -10% | 2 | 5% | 8% | 16% | 1%
O=C(NCc1ccc2c(c1)OCO2)C(=O)NCC(c1ccco1)N1CCN(c2ccccc2)CC1 (stereo not drawn) | 15% | 40 | -17% | 2% | 8 | -17% | -25% | -24% | ?
O=C(c1ccc(Cn2cc(Cl)c([N+](=O)[O-])n2)cc1)N1CCN(Cc2ccccc2)CC1 | 4% | ? | -3% | ? | -7 | -24% | ? | -6% | -3%
O=C(c1cccc2ccccc12)C1CCCN(C(=O)CCN2CCCO2)C1 (stereo not drawn) | 11% | 19 | 5% | -6% | 4 | 0% | ? | 7% | 1%
CC1(OC(=O)CCc2ccccc2)C(=O)C=C2C=C(c3ccc(C#N)cc3)N(CCc3ccccn3)C=C2C1=O (stereo not drawn) | -3% | -17 | -2% | -61%[inhibitor] | -15 | 0% | -13% | 0% | ?
Cc1ccc(S(=O)(=O)N2CCN(CC(=O)NC(C)c3ccccc3)CC2)cc1 (stereo not drawn) | 12% | 1 | -4% | 5% | 0 | 0% | ? | 1% | 3%
CCCCn1c(N)c(N(CC(C)C)C(=O)CN(C)Cc2cccc(OC)c2)c(=O)[nH]c1=O | -7% | -4 | 4% | -2% | -5 | 0% | -1% | -1% | -21%
Cc1ccccc1OCC(=O)Nc1nc2ccccc2[nH]1 | 10% | -23 | ? | 2% | 6 | 10% | -11% | 17% | -6%
Cc1ccc(S(=O)(=O)N2CCN(c3ncnc4sccc34)CC2)cc1C | 8% | -18 | ? | 8% | 2 | ? | 5.2µM* | ? | ?
CCn1c(O)c(N=N)c2ccccc21 | 7% | -6 | 5% | -7% | 4 | 17% | 8% | 0% | -10%
O=C(NC(=S)Nc1ccccc1)c1ccc(-c2ccccc2)cc1 | 4% | -7 | 9% | 1% | 1 | 16% | ? | 7% | 1%
Cc1ccc(NC(=S)NNC(=O)c2ccccc2OC(F)F)cc1 | 0% | 24 | ? | 16µM* | -8 | 0% | ? | ? | -4%
CCOc1ccccc1C1c2[nH]c3ccccc3c2C[C@H]2C(=O)N(C3CC3)CC(=O)N12 (stereo partly drawn) | -4% | -4 | -2% | -7% | 3 | -5% | 10% | -1% | 4%
Cc1cc(NC(=O)c2cnn3c(C(F)F)cc(-c4ccccc4)nc23)no1 | -3% | -12 | -3% | -16% | 5 | -1% | -18% | 6% | ?
COC(=O)c1cc2oc(C)cc2n1Cc1ccccc1Cl | -7% | nt | nt | nt | 1 | 0% | 18% | nt | nt
Cc1cc(/C=C2\SC(=S)NC2=O)c(C)[nH]1 | -26% | 5 | 0% | -20% | 11 | ? | 7% | -19% | -26%
CS(=O)(=O)N1Cc2cc(C(=O)NCC3CCCCC3)nc(-c3cccc(-c4cccnc4)c3)c2[C@H]1CCO | 4% | ? | -26% | nt | -3 | 4% | ? | -26% | nt
COc1cc(C=NO)nc(-c2ccccn2)c1 | -26% | 61 | -12% | 27% | 4 | ? | -4% | ? | 8%
O=C(C1=C[C@@H]2[C@H]3C(=O)N(c4cccc(Cl)c4)C(=O)[C@H]3[C@@H](C(=O)c3ccc(Cl)cc3)N2C=C1)c1ccccc1 | -13% | -21 | -5% | -1% | 1 | 9% | 0% | 2% | ?
COc1cc(NC(=O)Cc2ccc(S(=O)(=O)N3CCOCC3)s2)c(OC)cc1Cl | -24% | 12 | -4% | 12% | 1 | -3% | ? | -15% | 10%
C=CCSc1nc2ccccc2n1S(=O)(=O)c1ccc(C)cc1 | -14% | 18 | 11% | -6% | 0 | 2% | 20% | 12% | -12%
COc1cc(/C=N/NC(=S)NC(C)C)ccc1OCC(=O)Nc1c(C)cc(C)cc1C | -19% | 28 | -21% | ? | 6 | -14% | -3% | -21% | ?
Cn1nccc1C(=O)NC1CCCc2c1cnn2-c1cc(F)cc(F)c1 (stereo not drawn) | -11% | 0 | -1% | 5% | 8 | ? | -7% | -4% | 21%
COc1ccc(OCC(=O)N/N=c2\oc3c(OC)cccc3cc2C(N)=O)cc1 | 5% | 6 | -11% | 1% | -8 | -9% | -1% | -15% | 1%
O=C(N/N=C/c1c[nH]c2ccccc12)C1COc2ccccc2O1 (stereo not drawn) | ? | 24 | 3.7µM* | ? | -2 | 5.8µM* | 2.6µM* | 5.8µM* | 21µM*

From PubChem BioAssay

The order is random; any-hit rate near 11%.
